# Screening results (PubChem BioAssay)
# Dyrk1A ADPGlo – inhibitors of rat Dyrk1A kinase. Q63470. ADP-Glo luminescence, NFATc1 peptide. inhibition, % at 12.5 µM. 310,000 compounds, 0.43% hits; in the data active = inhibition above about 50%;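 note: plate controls were vehicle with enzyme for no effect and no enzyme for full effect; many of its hits are not listed in these tables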
# KCNK3 block – human KCNK3 channel inhibition, primary screen. B-score at 10 µM. CHO-KCNK3 thallium flux, FluxOR fluorescence; stronger effect = lower value. O14649. 340,000 compounds, 0.84% hits;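 active = B-score under library mean minus 4 SD, starting fluorescence ratio at most library mean plus 5 SD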;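 note: more negative B-score means stronger inhibition of thallium flux through KCNK3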
# Target sequence (O14649 whole entry, looked up): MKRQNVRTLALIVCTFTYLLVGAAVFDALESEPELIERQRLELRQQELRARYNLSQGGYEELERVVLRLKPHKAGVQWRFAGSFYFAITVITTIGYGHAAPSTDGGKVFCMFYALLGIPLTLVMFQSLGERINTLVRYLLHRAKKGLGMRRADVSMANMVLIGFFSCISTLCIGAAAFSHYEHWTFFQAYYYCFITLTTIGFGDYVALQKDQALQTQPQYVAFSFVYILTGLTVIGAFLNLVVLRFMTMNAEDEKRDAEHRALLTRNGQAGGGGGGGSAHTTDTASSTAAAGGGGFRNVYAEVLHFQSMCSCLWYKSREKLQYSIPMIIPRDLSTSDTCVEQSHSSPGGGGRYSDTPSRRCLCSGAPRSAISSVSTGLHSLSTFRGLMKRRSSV
# GSK3A inh – inhibitors of human GSK-3 alpha kinase; P49840; ADP-Glo luminescence, 60 min; inhibition, % at 10 µM; 320,000 compounds, 0.1% hits; AID 2650;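 in the data active = inhibition above about 50%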;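 note: GST-tagged GSK-3 alpha with peptide substrate and 25 µM ATP; 0% = DMSO neutral wells and 100% = GW8510 positive control wells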
# Target sequence (P49840 whole entry, looked up): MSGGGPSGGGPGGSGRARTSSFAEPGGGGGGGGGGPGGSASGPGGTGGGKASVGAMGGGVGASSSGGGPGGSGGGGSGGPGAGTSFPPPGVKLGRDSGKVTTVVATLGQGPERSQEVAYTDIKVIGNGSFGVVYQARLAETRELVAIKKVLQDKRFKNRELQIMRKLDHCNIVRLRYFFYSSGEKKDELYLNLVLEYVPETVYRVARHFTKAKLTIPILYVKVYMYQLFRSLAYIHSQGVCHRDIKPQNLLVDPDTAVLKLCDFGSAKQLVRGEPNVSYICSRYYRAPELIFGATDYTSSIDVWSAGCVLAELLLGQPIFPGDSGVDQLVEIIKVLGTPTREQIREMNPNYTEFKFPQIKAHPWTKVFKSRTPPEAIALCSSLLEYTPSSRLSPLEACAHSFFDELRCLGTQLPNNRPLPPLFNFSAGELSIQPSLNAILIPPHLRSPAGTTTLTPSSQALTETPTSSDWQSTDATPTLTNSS
# The depositor's hits bear a star; i = inactive. Some of the compounds tested. The share of hits here may be higher or lower than overall.
no.	SMILES	Dyrk1A ADPGlo	KCNK3 block	GSK3A inh
1	C=CC[C@@H](CC(=O)N[C@H](CO)Cc1ccccc1)C(=O)NCCOC(=O)[C@@H](CC=C)Cc1ccc(F)cc1	0	i	1
2	CCN1C(=O)[C@@H]2[C@@H](c3ccc(-c4ccc(Cl)c(Cl)c4)c(OC)c3)N3CCC[C@@]3(C(=O)OC)[C@@H]2C1=O	10	i	-2
3	O=S(=O)(Nc1ccc2c(c1)OCO2)c1cccc(Br)c1	-4	i	-2
4	CCOC(=O)CCC(=O)Nc1ncnc2c1C(c1ccccc1)c1c(ccc3ccccc13)O2 (stereo not given)	5	i	-4
5	COc1cc(NC(=O)CN2CCN(S(=O)(=O)c3ccc(C(C)C)cc3)CC2)cc(OC)c1	8	i	-2
6	CC(NC(=O)c1ccco1)C(=O)O (stereo not given)	4	i	0
7	CC(=O)c1cc2c(cc1NC(=O)Cc1ccsc1)OCO2	-4	i	2
8	COc1ccc(C(C)=NNc2ccc([N+](=O)[O-])cc2S(=O)(=O)Nc2ccccc2C(=O)O)c(OC)c1	-1	i	-5
9	O=C(CSc1cc(Cl)ccc1Cl)NC1CC1	6	i	2
10	CC(=O)c1ccc(S(=O)(=O)Oc2ccc(C(=O)O)cc2Cl)cc1	8	i	0
11	COc1c2ccoc2nc2c(OC)c(OC[C@@H](O)C(C)(C)O)ccc12	7	i	-2
12	C[C@H](CO)N1C[C@H](C)[C@@H](CN(C)Cc2ccc(C(=O)O)cc2)Oc2c(NS(=O)(=O)c3cn(C)cn3)cccc2C1=O	12	i	-1
13	COc1ccc(S[C@@H](CCN2CC[C@H](NC(=O)OCc3ccccc3)CCC2=O)c2ccccc2)cc1	-3	i	-1
14	O=C(COC(=O)[C@@H]1CCCN1S(=O)(=O)c1ccccc1F)NCc1ccc2c(c1)OCO2	1	i	4
15	O=S(=O)(NCc1ccc(F)cc1)c1ccccc1Br	-1	i	1
16	CCOC(=O)c1cnc2sc3c(n2c1=O)CCCC3	8	i	10
17	N/C(=N\OS(=O)(=O)c1ccccc1)c1cccnc1	-6	i	2
18	COc1ccc(N(Cc2ccccc2)S(=O)(=O)c2cccc(C(=O)Nc3ccccn3)c2)cc1	0	i	-3
19	C=CC[C@@H](CC(=O)NCCO)C(=O)N[C@H](COC(=O)[C@H](CC=C)CC(=O)OC(C)(C)C)Cc1c[nH]c2ccccc12	0	i	0
20	CCN(C(=O)COC(=O)c1ccc(O)cc1)c1cccc2ccccc12	-1	i	0
21	Cc1cc(Cl)ccc1OCC(=O)OCC(=O)Nc1ccc(F)c([N+](=O)[O-])c1	-3	i	-2
22	O=S(=O)(c1ccccc1)N1CCN(Cc2cccc(Cl)c2)CC1	-3	i	-2
23	CCOC(=O)c1ccc(N2C(=O)[C@@H](c3ccccc3)[C@H]2c2ccccc2)cc1	0	i	-3
24	Cc1ccc(-c2csc(NC(=O)c3c(C)noc3C)n2)s1	0	i	-2
25	O=C(Cc1cccc(NC(=O)C2CCCN(C(=O)C3CCCCC3)C2)c1)Nc1cccc(C(=O)N2CCCC2)c1 (stereo not given)	4	i	-2

# Given as labelled records: part of the list above.
9: O=C(CSc1cc(Cl)ccc1Cl)NC1CC1
  Dyrk1A ADPGlo: 6 | KCNK3 block: i | GSK3A inh: 2
10: CC(=O)c1ccc(S(=O)(=O)Oc2ccc(C(=O)O)cc2Cl)cc1
  Dyrk1A ADPGlo: 8 | KCNK3 block: i | GSK3A inh: 0

# Later entries
no.	SMILES	Dyrk1A ADPGlo	KCNK3 block	GSK3A inh
26	Cn1cc(/C=C2\SC(=S)N(NC(=O)c3ccccc3Cl)C2=O)c2ccccc21	-2	i	-1
27	O=C([C@@H]1CCCN1C(=O)c1cccs1)N1CCN(S(=O)(=O)c2cccc(F)c2)CC1	-4	i	2
28	COc1ccc(CNCc2cc(Cl)ccc2O)cc1	-1	i	-1
29	COc1ccc(NC(=O)N(C)C[C@H]2Oc3ccc(NS(=O)(=O)c4ccc(OC)cc4)cc3C(=O)N([C@H](C)CO)C[C@@H]2C)cc1	-1	i	0
30	CC(C)CN(C(=O)COC(=O)C1c2ccccc2Oc2ccccc21)C1CCS(=O)(=O)C1 (stereo not given)	9	i	-1
31	COc1ccc(S(=O)(=O)N2CCCCC2)cc1C(C)C	-1	i	-5
32	CCOc1ccc(N(Cc2cc3cc(OC)ccc3[nH]c2=O)C(=O)C2CCCO2)cc1 (stereo not given)	-2	i	-1
33	CC(=O)Nc1ccc(C(=O)CN2C(=O)NC3(CCCCCC3)C2=O)c(F)c1	-4	i	-2
34	O=C(CCNC(=O)c1ccccc1)NNC(=O)c1ccc(F)cc1	2	i	-3
35	CC1(NC(=O)Nc2cccc(Br)c2)CCS(=O)(=O)C1 (stereo not given)	9	i	-4
36	O=C(Nc1ccon1)c1sc2cc(F)ccc2c1Cl	2	i	-1
37	Cc1c2ccccc2c(C)c2c1ccc1ccccc12	2	i	-3
38	C[C@@H]1C(=O)O[C@H]2CC34[C@H]5C[C@@H](C(C)(C)C)[C@]36[C@@H](OC(=O)[C@@H]6O)O[C@@]4(C(=O)O5)[C@]21O (stereo not given in full)	-1	i	-3
39	COC/C=C/C1=CC(=O)C[C@H](c2ccc3c(c2)OCO3)C1	-2	i	0
40	CN(CC(=O)Nc1ccc(F)cc1)C(=O)c1ccc(OCc2cn3ccccc3n2)cc1	-6	i	1
41	C[C@H](CO)N1C[C@H](C)[C@@H](CN(C)C(=O)Nc2ccccc2)Oc2ccc(NC(=O)Nc3ccc(C(F)(F)F)cc3)cc2C1=O	-2	i	-3
42	Cc1ccc(NC(=O)COC(=O)c2nn(C)c(=O)c3ccccc23)cc1F	-2	i	-2
43	CCN(CC(=O)NCc1cccs1)C(=O)c1ccc(-c2ccc(F)cc2)o1	3	i	0
44	O=C1C=C(c2ccc3c(c2)oc2ccccc23)C[C@@H](c2ccc(Cl)cc2)C1	-3	i	0
45	CSc1cccc(NC(=O)COc2ccccc2)c1	8	i	-3
46	COc1ccc(S(=O)(=O)N2CCOCC2)cc1NC(=O)COC(=O)c1oc2ccccc2c1C	2	i	0
47	Cc1nnc(SCC(=O)NCC(=O)Nc2ccc(F)c(F)c2F)n1N	1	i	-1
48	COc1ccc(NC(=O)N(C)C[C@@H]2Oc3c(NC(=O)Nc4c(C)noc4C)cccc3C(=O)N([C@@H](C)CO)C[C@@H]2C)cc1	-5	i	-2
49	Cc1cccc(NC(=O)CN(C)CC(=O)NC(c2ccccc2)c2ccccc2)c1C	-2	i	-5
50	Cc1cc(NC(=O)CSc2nc3c(cnn3-c3cccc(Cl)c3)c(=O)[nH]2)no1	-5	i	-1

no.	SMILES	Dyrk1A ADPGlo	KCNK3 block	GSK3A inh
51	NC(=O)c1nc[nH]c1C(=O)Nc1cccc(NC(=O)c2cccc(C(F)(F)F)c2)c1	1	i	0
52	CC(C)(C)OC(=O)N1CCC[C@H]1C(=O)OCC(=O)Nc1cc(S(C)(=O)=O)ccc1Cl	3	i	0
53	Cc1cc(N2CCOCC2)n2nc(C)c(-c3ccccc3)c2n1	4	i	0
54	CC(C)[C@H](NS(=O)(=O)c1ccccc1)C(=O)OCC(=O)NC(=O)NC1CCCCC1	-1	i	1
55	COc1ccc(NC(=O)c2ccc(OCC3CCCO3)cc2)cc1OC (stereo not given)	8	i	2
56	NC(=O)OCC(O)COc1ccc(Cl)cc1 (stereo not given)	-8	i	-3
57	O=C(C[n+]1ccccc1)N/N=C/c1ccccc1Cl	1	i	0
58	O=C(NCCc1ccccn1)c1c(-c2ccccc2)sc2ccccc12	10	i	-1
59	COc1cc(C(=O)NNC(=O)CSc2nnc3ccccn23)cc(OC)c1OC	-1	i	1
60	CCc1ccc(C(=O)NNC(=O)Cn2c(=O)cnc3ccccc32)cc1	2	i	-3
61	CC(C)(C)OC(=O)C[C@H]1C/C=C\C[C@@H](CC(=O)N(CCO)Cc2ccccc2)C(=O)N[C@@H](c2ccccc2)COC1=O	10	i	-1
62	COc1cc([C@H]2c3c(cc(OC)c(O)c3OC)C[C@@H](CO)[C@@H]2CO[C@@H]2O[C@H](CO)[C@@H](O)[C@H](O)[C@H]2O)cc(OC)c1O	0	i	-2
63	O=C(CNc1ccccc1Cl)Nc1cc(S(=O)(=O)N2CCOCC2)ccc1Cl	3	i	-1
64	C[C@@H]1NC(=O)[C@@]2(C)[C@@H](c3ccccc3)[C@H]3COc4ccccc4[C@@H]3N2C1=O	-3	i	-1
65	CCOc1ncccc1C(=O)Nc1ccc(C)c(S(=O)(=O)N2CCCCCC2)c1	1	i	0
66	CCOC(=O)N1CCN(C(=O)c2ccc3c(=O)n(Cc4ccc(OC)cc4)c(=S)[nH]c3c2)CC1	4	i	0
67	CN(Cc1ccccc1)C(=O)c1[nH]cnc1C(=O)Nc1ccc(Cl)cc1	13	i	2
68	COc1ccc(C2C3C(=O)N(Cc4ccccc4)C(=O)C3ON2c2ccccc2)c(OC)c1OC (stereo not given)	7	i	2
69	Cc1ccc(S(=O)(=O)CC(=O)NCc2ccc(Cl)cc2)cc1	-3	i	-2
70	CC(C)(C)OC(=O)N1CCC(NC(=O)c2nc[nH]c2C(=O)N2CCN(C(=O)OC(C)(C)C)CC2)CC1	5	i	-1
71	Cn1nnnc1SCC(=O)Nc1nc2c(F)c(F)c(F)cc2s1	-3	i	-3
72	CC(C)(C)[C@H]1COC(=O)[C@H](NC(=O)OCC2c3ccccc3-c3ccccc32)C/C=C\C[C@@H](CC(=O)N[C@@H](CO)Cc2ccccc2)C(=O)N1	3	i	-2
73	C[C@H](CO)N1C[C@H](C)[C@@H](CN(C)S(=O)(=O)c2ccc(F)cc2)Oc2ccc(NC(=O)Nc3ccccc3)cc2C1=O	9	i	-1
74	COc1ccccc1NS(=O)(=O)c1ccc(C(=O)N2CCCCCC2)cc1	-1	i	-7
75	COc1ccc(NC(=O)COC(=O)C23CC4CC(CC(NC(C)=O)(C4)C2)C3)cc1S(=O)(=O)N1CCOCC1	-1	i	-5

no.	SMILES	Dyrk1A ADPGlo	KCNK3 block	GSK3A inh
76	CC(C)(C)NCC(O)COc1ccccc1C1CCCC1 (stereo not given)	6	i	2
77	COc1ccccc1C(=O)NC(CCSC)C(=O)NCc1ccncc1 (stereo not given)	1	i	0
78	CCc1ccc(Nc2n[n+](-c3ccccc3)c(-c3cccc(C)c3)s2)cc1	2	i	-2
79	O=C(CCNC(=O)c1ccco1)NC(Cc1c[nH]c2ccccc12)C(=O)O (stereo not given)	8	i	-5
80	N#Cc1ccc(OCC(=O)NC(=O)NC2CCS(=O)(=O)C2)cc1 (stereo not given)	-5	i	0
81	Cc1ccc(C(=O)CCC(=O)NCc2ccc(Cl)cc2)cc1	2	i	0
82	CN(C1CCCCC1)S(=O)(=O)c1cn(C)c(=O)n(C)c1=O	-5	i	-1
83	N#Cc1ccccc1S(=O)(=O)N1CCN(C(=O)Cc2n[nH]c(=O)c3ccccc23)CC1	1	i	-1
84	CC(NC(=O)COC(=O)c1ccc2c(c1)OCCO2)c1ccccc1 (stereo not given)	-1	i	-2
85	C[C@H]1COC(=O)[C@@H](Cc2ccc(F)cc2)CC/C=C\C[C@H](CC(=O)NCCO)C(=O)N1	-1	i	-1
86	Cc1nn(CC(=O)OCC(=O)c2ccc(OC(F)F)cc2)c(C)c1[N+](=O)[O-]	1	i	1
87	CCCC(C(=O)NNC(=O)c1cc(C)oc1C)c1ccccc1 (stereo not given)	0	i	-4
88	Nc1ncnc2c1ncn2[C@@H]1O[C@H](CNCc2ccc(OCC(=O)Nc3nccs3)cc2)[C@@H](O)[C@H]1O	4	i	6
89	COc1ccc2c3n(nc2c1)CCN=C3c1ccc(C)cc1	3	i	0
90	CCOc1ncccc1C(=O)OCC(=O)N1c2ccccc2CC1C (stereo not given)	2	i	-4
91	CCN(CC)S(=O)(=O)c1ccc(C)c(NC(=O)COC(=O)CCC(=O)c2cccs2)c1	-4	i	-2
92	COc1ccc(-c2nnc(SCC(=O)Nc3c(Cl)cc(Cl)cc3C(=O)O)o2)cc1	6	i	-1
93	COc1ccc(N(Cc2cc3cc(OC)ccc3[nH]c2=O)C(=O)c2cccnc2)cc1	1	i	-2
94	COc1ccc(CN(C)CC(=O)Nc2cccc(S(=O)(=O)N3CCCC3)c2)cc1F	-1	i	-2
95	Cc1ccc(OCCC(=O)Nc2ccc3c(c2)OCO3)cc1	-2	i	-2
96	Cc1ccc(S(=O)(=O)N2[C@@H](c3ccc(Cl)cc3)C(C(=O)O)=CC[C@H]2c2ccc3c(c2)OCO3)cc1	8	i	-2
97	C[C@]12c3[nH]c4ccccc4c3CCN1C(=O)C(CC(=O)NCCC1=CCCCC1)C[C@@H]2C(=O)N1CCCCC1 (stereo not given in full)	0	i	0
98	C[C@H](CO)N1C[C@H](C)[C@H](CN(C)C(=O)Nc2ccc(F)cc2)Oc2ccc(NC(=O)NC3CCCCC3)cc2CC1=O	12	i	-5
99	CCN(CC(=O)NCc1ccc(Cl)cc1)C(=O)c1cc(S(=O)(=O)N2CCOCC2)ccc1C	1	i	-1
100	CC(CNC(=O)Cn1ccc(NC(=O)OCc2ccccc2)nc1=O)c1ccccc1 (stereo not given)	-8	i	-1
101	COc1cc(C(C)=O)ccc1OCC(=O)Nc1cc(C)on1	1	i	-4
102	C[C@@]12C(=O)OC(=O)[C@]1(C)C1CCC2O1	-2	i	-2

# Whole records, looked up by structure:
# `COc1cc(C(C)=O)ccc1OCC(=O)Nc1cc(C)on1` as listed: Dyrk1A ADPGlo = 1; KCNK3 block = i; GSK3A inh = -4
# `CC(C)(C)NCC(O)COc1ccccc1C1CCCC1` (stereo not given) as listed: Dyrk1A ADPGlo = 6; KCNK3 block = i; GSK3A inh = 2
# `N#Cc1ccc(OCC(=O)NC(=O)NC2CCS(=O)(=O)C2)cc1` (stereo not given) as listed: Dyrk1A ADPGlo = -5; KCNK3 block = i; GSK3A inh = 0
